# LMNA splice mod – modulators of lamin A splicing; actives 0.01% (n = 200,000); HeLa LMNA splicing GFP/RFP minigene ratio, 48 h; AID 1487; Potency, µM (doses to about 46.1 µM), for the others: at the top dose ratio change, negative = inhibition, most hits filed as inhibitors; active = well fitted inhibition curve with a large enough effect in the signal ratio, with a control signal flat, not every such curve was filed as active; inconclusive = small, poorly fitted or top-dose-only effect, or effect the other way, or a change in a side signal; the % refers to the signal ratio; also: potency is read from the fitted curve at half-maximal effect; % is scaled to controls: 0 for no effect and ±100 for the full control effect
#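 S3 HeLa cells stably expressing lamin A-EGFP splicing minigene plus DsRed2, 600 cells/well, 48 h compound exposure at 37C. Laser-scanning cytometry; analysed as GFP (500-530 nm)/RFP (575-640 nm) total intensity ratio; 0.5% DMSO vehicle.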
# IMPase Li inh – membrane-permeable IMPase blocker, potentiated with lithium; CHO-M1 cells, IP1 TR-FRET (IP-One), carbachol + lithium; Potency, µM (top dose mostly 59.4 µM), without a hit: at the highest dose activity, negative = IMPase inhibition, actives largely listed as inhibitors; actives 0.35% (n = 210,000); AID 1457;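 also: IP1 builds up when IMPase is blocked and the TR-FRET signal falls; potency is read from the fitted curve at half-maximal effect; plate controls were basal vehicle for no effect and high inhibitor control for full effect; nearly all actives have a fitted effect of over 50% in size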
#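 Readout is a homogeneous TR-FRET IP1 immunoassay (Ex 320, Em 665 and 620), where raised cytosolic IP1 lowers signal. Cells were CHO-M1 treated 30 min at 37C with test compounds plus a little lithium; AC50 values came from Hill-equation fitting.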
# Epigenetic reg – regulators of epigenetic silencing causing reporter derepression in mouse cells | murine LDR cells, GFP reporter derepression, 30 h | Potency, µM (series often up to 53.9 µM), without a hit: at the highest dose GFP activation, hits mostly activators | actives 0.2% (n = 280,000) | AID 1865; also: potency is read from the fitted curve at half-maximal effect; % of control where 0% means no effect; nearly all actives have a fitted effect of over 60% in size
#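 Readout is the number of GFP-expressing murine LDR cells, counted by cytometry following washing. Cells were treated with compound for 30 h at 37 C; the stably integrated CMV-GFP locus is normally silent.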
# aGal spleen mod – inhibitors or activators of human alpha-galactosidase in spleen homogenate; actives 0.008% (n = 240,000); P06280; Potency, µM (doses to about 80 µM), without a hit: top-dose activity change, negative = inhibition, hits mostly inhibitors; human spleen homogenate, 4MU-alpha-Gal fluorescence, 40 min;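 also: potency is read from the fitted curve at half-maximal effect; 0% = enzyme with vehicle and -100% = no enzyme basal signal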
# Target sequence (P06280 32-429 limits assumed): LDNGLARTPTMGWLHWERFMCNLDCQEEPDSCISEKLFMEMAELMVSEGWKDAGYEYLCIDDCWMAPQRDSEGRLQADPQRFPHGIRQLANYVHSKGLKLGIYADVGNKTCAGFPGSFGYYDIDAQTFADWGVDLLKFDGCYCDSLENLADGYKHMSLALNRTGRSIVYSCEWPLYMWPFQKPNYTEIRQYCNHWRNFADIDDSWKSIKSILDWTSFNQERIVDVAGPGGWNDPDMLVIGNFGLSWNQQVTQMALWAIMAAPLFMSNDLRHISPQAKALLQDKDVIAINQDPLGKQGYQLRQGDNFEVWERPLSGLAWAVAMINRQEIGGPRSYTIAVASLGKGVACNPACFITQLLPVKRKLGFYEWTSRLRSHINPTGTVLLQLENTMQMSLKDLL
#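 Human spleen homogenate (1 ug) as enzyme source, 4-methylumbelliferyl-alpha-D-galactopyranoside 1 mM final, citrate/phosphate pH 5.0 with 0.01% Tween-20. Compounds 40 min at 37C, NaOH/glycine stop; fluorescence Ex 365/Em 440, Hill-fit AC50.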
# CBFb-RUNX1 inh – blocks binding between human CBF-beta and RUNX1 | Potency, µM (series often up to 59.8 µM), for the others: at the highest dose activity, negative = inhibition, hits mostly inhibitors | AID 1477 | AlphaScreen CBFb-His/RUNX1-biotin binding, biochemical | 230,000 tested, under 10 active | Q01196+Q13951; also: % of control where 0% means no effect
#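 His-tagged CBF-beta and biotinylated RUNX1 (30 nM each) were premixed 20 min at room temperature, exposed to compound for 15 min, then given nickel-chelate and streptavidin AlphaScreen beads (50 ng each). After 90 min, AlphaScreen signal was read.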
# NPSR antagonist – blocks cAMP signaling of the human neuropeptide S receptor | Q6W5P4 | CHO-NPSR cells, cAMP TR-FRET, antagonist mode | Potency, µM (doses to about 38.3 µM), for the others: at the top dose activity change, negative = inhibition, most hits filed as inhibitors | actives 1% (n = 220,000) | AID 1461; also: potency is read from the fitted curve at half-maximal effect; % is scaled to controls: 0 for no effect and ±100 for the full control effect; nearly all actives have a fitted effect of over 50% in size; many of its hits are not listed in these tables
# Target sequence (Q6W5P4 whole entry, looked up): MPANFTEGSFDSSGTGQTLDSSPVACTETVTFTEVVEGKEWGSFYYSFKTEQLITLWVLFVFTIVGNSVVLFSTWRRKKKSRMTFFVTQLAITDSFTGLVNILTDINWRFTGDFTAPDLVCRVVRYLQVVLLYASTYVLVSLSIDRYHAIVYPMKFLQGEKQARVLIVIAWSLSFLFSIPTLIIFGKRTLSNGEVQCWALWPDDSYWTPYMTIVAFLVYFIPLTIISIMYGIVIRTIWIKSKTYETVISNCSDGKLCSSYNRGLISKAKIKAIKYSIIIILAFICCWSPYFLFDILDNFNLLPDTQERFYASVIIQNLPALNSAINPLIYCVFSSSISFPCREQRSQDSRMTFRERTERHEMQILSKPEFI
# Luc counter – Kinase-Glo luciferase inhibition (counter-screen) | Kinase-Glo luciferase, ATP luminescence, 8 min | actives 0.28% (n = 200,000) | AID 1379 | Potency, µM (highest dose often 38.3 µM), inactives show top-dose activity change, negative = inhibition, most hits filed as inhibitors | Q27757; also: potency is read from the fitted curve at half-maximal effect; % is scaled to controls: 0 for no effect and ±100 for the full control effect; nearly all actives have a fitted effect of over 60% in size
#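 Light output from Kinase-Glo luciferase with luciferin and 10 uM ATP in 50 mM imidazole pH 7.2, KCl, MgCl2, Tween 20, BSA; compound pin-delivered, 8-min ambient incubation, then luminescence read.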
# The depositor's hits bear a star; u = inconclusive; x = no result given; [ ] = dose if it differs, or a comment. Unless noted, calls follow the shape of the dose curve; as a rule, active = well fitted curve in the direction sought with a large enough effect; inconclusive = small, poorly fitted or top-dose-only effect, or another doubt; inactive = no such curve, though single readings can be large; an effect the other way counts as inactive or inconclusive.
# Below each SMILES: aGal spleen mod, IMPase Li inh, LMNA splice mod, Luc counter, CBFb-RUNX1 inh, Epigenetic reg, NPSR antagonist
> CCCCNC(C(=O)Nc1ccc([N+](=O)[O-])cc1Br)c1ccccc1 (centres undefined)
 : 5%, -2%, u, 1%, 0%, -1.9%, -8%
> COc1ccc(/C(O)=C2/C(=O)C(=O)N(CCCN(C)C)C2c2cccc(Cl)c2)cc1OC (centres undefined)
 : 0%, -25%, -5%, 1%, 8%, 1.0%, 16%[46.1 µM]
> COc1ccc(CC(=O)Nc2ccc(-c3nc4cc(C)ccc4o3)c(O)c2)cc1OC
 : 12%, u, 4%, -4%, -5%, -1.0%, 23%[46.1 µM]
> O=C(c1cccc(Cl)c1)C1CCCN(C(=O)c2ccoc2)C1 (centres undefined)
 : -1%, -1%, x, x, -1%, -0.1%, 3%
> Nc1c(C(=O)OCC2CCCO2)c2nc3ccccc3nc2n1C1CCCCC1 (centres undefined)
 : -4%, -8%[38.3 µM], 5%, -1%, 9%, 6.2%, 13%[46.1 µM]
> Cc1cc(C(F)(F)F)c2sc(N)nc2n1
 : -8%, -20%[38.3 µM], -12%, 14%, 1%, -1.1%, -6%[46.1 µM]
> CCCc1ccc(OCC(=O)Nc2cc(S(=O)(=O)CC)ccc2O)cc1
 : -10%, 22%, u, -7%, 5%, 5.4%, 3%
> COC(=O)c1sccc1NC(=O)CN(C)NS(=O)(=O)c1ccc([N+](=O)[O-])cc1
 : 9%, 3%[38.3 µM], 10%, 1%, 4%, 1.0%, 0%[46.1 µM]
> Cc1cc(C)cc(NC(=S)NCc2cccs2)c1
 : 4%, 5%, 4%, 0%, -1%, 2.3%, -14%
> CC(C)[C@@H](CC(=O)N[C@@H]1CCCC[C@H]1C(=O)N[C@H](CC(=O)N[C@@H](CCC(=O)O)CC(=O)O)Cc1c[nH]c2ccccc12)NC(=O)C[C@H](Cc1ccccc1)NC(=O)[C@@H]1CCCC[C@H]1N
 : -11%, 23%, x, 1%, 6%, -1.1%, x
> Cc1ccccc1C(=O)NNC(=O)/C=C\C(=O)O
 : -1%, x, x, x, 1%, 1.2%, 53%
> COC(=O)CN1C(=O)CC(C)(C)S(=O)c2ccccc21 (centres undefined)
 : -2%, 20%[38.3 µM], -1%, 0%, 1%, -0.8%, -2%[46.1 µM]
> CCSc1nc(C2CC2)cc(-c2cccs2)c1C#N
 : -9%, -1%[38.3 µM], 3%, -1%, u, 0.1%, -16%[46.1 µM]
> Cc1nc(SCc2ccc(OCCC(C)C)cc2)n[nH]1
 : -2%, 17%, u, 2%, -2%, -2.5%, 5%
> COc1cccc(-n2nnc3c(=O)n(Cc4cccc(F)c4)cnc32)c1
 : 1%, -4%[38.3 µM], 20%, -1%, 1%, 12%, u
> O=C(O)CC1(CC(=O)Nc2ccccc2C(=O)c2ccccc2)CCCC1
 : 5%, 7%, x, x, -5%, 1.3%, -37%
> Cn1c(/C=C/N2CCOCC2)c(C(=O)c2ccc(Br)cc2)c(=O)n(C)c1=O
 : -7%, -9%[38.3 µM], u, -3%, 2%, -0.7%, -28%[46.1 µM]
> COCc1cc([C@@H]2C[C@H]3CN(c4ccccc4)C(=O)[C@]34CCCN24)ccc1OC
 : -17%, 21%, x, 4%, 16%, 0.3%, 17%
> CCN(CC)S(=O)(=O)c1ccc(C(=O)NCc2n[nH]c(=S)n2-c2ccc(Cl)c(Cl)c2)cc1
 : 7%, 12%, x, 0%, -8%, 2.1%, -6%
> COc1ccc(CCN2C(=NC(=O)CCC(=O)O)SC3CS(=O)(=O)CC32)cc1 (centres undefined)
 : 6%, 0%[38.3 µM], -5%, -3%, -6%, 3.0%, 5%[46.1 µM]
> COc1cccc(-c2nc3ccc(O)cc3c(=O)o2)c1
 : -4%, 1%[38.3 µM], -4%, 4%, -1%, 0.3%, 5%[46.1 µM]
> CCc1cccc(C)c1N(C(=O)Cn1c(CO)nc2ccccc21)C(C)COC (centres undefined)
 : -7%, 5%, -7%, 1%, 4%, 1.2%, -15%[46.1 µM]
> O=C(COc1ccc(Cl)cc1Cl)NCCCn1ccnc1
 : 0%, 35%[38.3 µM], 5%, -1%, -1%, -1.0%, 3%[46.1 µM]
> COC(=O)c1cccc(NC(=S)Nc2ccc(Cl)c(Cl)c2)c1
 : -2%, x, x, x, 4%, 0.7%, 18%
> COc1cc(OC)nc(NC(=O)NS(=O)(=O)c2ccc(F)cc2)n1
 : 1%, 3%, x, 1%, -2%, -0.2%, 9%
> COc1cc2c(cc1OC)-c1cc(N3CCc4ccccc43)nc(=O)n1CC2
 : 3%, x, x, x, 5%, u, 43%
> CCCCCC(=O)Nc1ccc(S(=O)(=O)Nc2nccnc2OC)cc1
 : 5%, -4%[38.3 µM], 7%, -4%, -3%, -0.6%, -8%[46.1 µM]
> CCOc1cc(N2CCOCC2)c(OCC)cc1NC(=O)Cc1ccccc1OC
 : 9%, 20%[38.3 µM], -3%, -14%, -18%, -0.9%, -11%[46.1 µM]
> Cc1cc(CN2CCCC(CNC(=O)c3ccc(F)cc3)C2)cc(C)c1O (centres undefined)
 : 7%, 11%, u, 3%, 2%, -1.2%, -1%
> N#CC(C(=O)NC1CC1)c1nc2ccccc2nc1N1CCCC1 (centres undefined)
 : -3%, 20%[38.3 µM], u, 0%, -2%, 1.0%, 0%[46.1 µM]

# The closing 6 compounds of the part before are carried over, then new ones follow.
# Below each SMILES: aGal spleen mod, IMPase Li inh, LMNA splice mod, Luc counter, CBFb-RUNX1 inh, Epigenetic reg, NPSR antagonist
> COc1cc(OC)nc(NC(=O)NS(=O)(=O)c2ccc(F)cc2)n1
 : 1%, 3%, x, 1%, -2%, -0.2%, 9%
> COc1cc2c(cc1OC)-c1cc(N3CCc4ccccc43)nc(=O)n1CC2
 : 3%, x, x, x, 5%, u, 43%
> CCCCCC(=O)Nc1ccc(S(=O)(=O)Nc2nccnc2OC)cc1
 : 5%, -4%[38.3 µM], 7%, -4%, -3%, -0.6%, -8%[46.1 µM]
> CCOc1cc(N2CCOCC2)c(OCC)cc1NC(=O)Cc1ccccc1OC
 : 9%, 20%[38.3 µM], -3%, -14%, -18%, -0.9%, -11%[46.1 µM]
> Cc1cc(CN2CCCC(CNC(=O)c3ccc(F)cc3)C2)cc(C)c1O (centres undefined)
 : 7%, 11%, u, 3%, 2%, -1.2%, -1%
> N#CC(C(=O)NC1CC1)c1nc2ccccc2nc1N1CCCC1 (centres undefined)
 : -3%, 20%[38.3 µM], u, 0%, -2%, 1.0%, 0%[46.1 µM]
> CCCCN(CCCC)c1ccc(C(=O)c2ccccc2C(=O)O)c(O)c1
 : 0%, 12%[38.3 µM], 4%, 0%, 0%, 0.8%, -19%[46.1 µM]
> O=C(Nc1ccccc1C(=O)O)c1cc(S(=O)(=O)N2CCOCC2)cs1
 : -1%, -11%, 1%[46 µM], 0%, 10%, -1.5%, -1%
> CCOC(=O)Cc1nnc(Nc2cccc(O)c2)c2ccccc12
 : -2%, 14%[38.3 µM], 4%, -1%, 0%, -5.6%, -5%[46.1 µM]
> O=C(COc1ccccc1)N1CCN(C(=O)Cc2ccccc2)CC1
 : -13%, -10%[38.3 µM], 2%, -4%, -2%, 4.0%, -5%[46.1 µM]
> COc1ccc(CCNC(=O)CN2C(=O)C3(OCCCO3)c3ccccc32)cc1OC
 : 12%, 4%[38.3 µM], 5%, 1%, -1%, -4.1%, 3%[46.1 µM]
> CN(C(=O)Nc1ccc(S(=O)(=O)N(C)C)cc1)C1CCCCC1
 : -3%, -3%, -10%, 2%, 10%, 5.1%, -12%[46.1 µM]
> CC[C@H](C)[C@H](NC(N)=O)C(=O)Nc1ccc(OC)c(Cl)c1
 : -4%, 20%, x, 1%, 21%, -2.2%, 8%
> CC(C)=NNc1nc(-c2ccccc2)c(C)s1
 : 7%, 1%, x, -2%, -18%, -3.7%, 3%
> COc1ccc(NC(C)=O)cc1NC(=O)c1ccc(C#N)cc1
 : 2%, -1%, 23%[46 µM], -3%, 3%, 0.0%, -2%
> O=S(=O)(Nc1ccc(Cc2ccncc2)cc1)c1ccc(Br)s1
 : -10%, 11%[38.3 µM], 14%, 0%, 2%, 9.2%, -9%[46.1 µM]
> O=C(NCc1ccco1)[C@@H]1CCCN1C(=O)c1cccs1
 : 2%, 25%[38.3 µM], 4%, 19%, 2%, 7.7%, -3%[46.1 µM]
> Cc1csc(=Nc2ccccc2)n1Cc1ccco1
 : -7%, 26%, -1%[46 µM], -1%, -17%, -1.3%, -13%
> CCC(C)NC(=O)C1CC(c2cccc(OC)c2)=NO1 (centres undefined)
 : -3%, -7%[38.3 µM], -1%, 3%, 5%, -1.1%, u
> COc1cccc(C(c2nnnn2Cc2ccco2)N2CCN(Cc3ccccc3)CC2)c1OC (centres undefined)
 : 13%, 14%, x, 1%, 0%, 1.8%, 2%
> O=C(Nc1cc(Sc2ccccn2)cc([N+](=O)[O-])c1)c1cccc(Cl)c1
 : 4%, -1%, -18%, 2%, -4%, 2.1%, -38%
> Cc1ccccc1C(=O)NC(=S)Nc1ccccc1C(F)(F)F
 : 0%, 6%[38.3 µM], 5%, 0%, 8%, 6.1%, -15%[46.1 µM]
> CCCc1[nH]nc2c1C1(CCOC1C)C(C#N)=C(N)O2 (centres undefined)
 : -11%, -12%[38.3 µM], 9%, 1%, 6%, -12%, -7%[46.1 µM]
> C/C(=N\Nc1ccccn1)c1ccc(C(C)C)cc1
 : 0%, -7%, x, 0%, -7%, 0.0%, -45%
> CCOC(=O)N/N=C\c1ccc(C)s1
 : -5%, 1%, -8%, -6%, -1%, 0.9%, 11%
> CC1=CS(=O)(=O)CC1Sc1nc(C)n[nH]1 (centres undefined)
 : -18%, 1%, -4%[46 µM], 0%, 1%, 9.6%, 1%
> O=C(Nc1ccc(Cl)c([N+](=O)[O-])c1)C(NCCCO)c1ccccc1 (centres undefined)
 : 3%, 7%, 1%, 3%, 2%, -1.8%, 7%
> CCOC(=O)c1[nH]c2ccc(OC)cc2c1NC(=S)N1CCN(c2ccccc2OC)CC1
 : 8%, 15%, u, -1%, -8%, 0.0%, -1%
> Cc1ccc(SCCNS(C)(=O)=O)cc1
 : 5%, 9%[38.3 µM], -4%, 3%, -5%, -1.1%, -2%[46.1 µM]
> CCC(C)(C)NC(=O)c1cccc(NC(=O)C(C)C)c1
 : 6%, -1%, x, x, 7%, -0.2%, -11%

# Bioassay records from PubChem.

# A portion of the library; the hit share may differ from the screen's.
